Compound activity from PubChem BioAssay.
Arr AP2 block = inhibitors of human beta-arrestin and AP2 interaction; inhibition, % at 10 µM; AID 504490; 0.31% of 340,000 active; FITC-arrestin peptide / GST-AP2 beads, flow cytometry; AP2 beta2 appendage carries R879A mutation;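 active = inhibition above a set limit, near 3 SD of compounds lacking own fluorescence, cut at about 54% in these data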;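 also: plate controls were DMSO wells for no effect and 5 µM unlabelled arrestin peptide for full effect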
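System: GST-AP2 R879A bound to glutathione beads, E. coli-expressed. Also added: 50 nM FITC-arrestin peptide. Schedule: compound with beads 12 min RT, then probe 1 h RT. Signal: bead flow cytometry, FITC channel. Read-out basis: percent response.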
V-ATPase pHluor = regulators of yeast V-ATPase proton transport. S. cerevisiae, pHLuorin cytosolic pH fluorescence. response, % at 10 µM. 0.37% of 350,000 active. AID 504577; in the data active = response mostly above about 7.3%, no sharp cut-off; inactive = mostly below about 5.4%; also: actives read high; inactives centre near 0; some compounds called inactive have numbers as strong as hits
CAL PDZ FP-1 = blocks peptide binding to the human CAL PDZ domain; purified CAL PDZ, TMR-peptide fluorescence polarization, 1 h; inhibition, % at 24.9 µM; 0.92% of 300,000 active; AID 602252;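 active = mean inhibition of at least 30% with at least half of replicates also reaching 30%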;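 also: 0% = DMSO neutral control and 100% = excess unlabeled competitor peptide PRC23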
RTF Ca sens inh = cardiac RTF calcium desensitization; P19429+P45379; IANBD-labeled cardiac RTF, Ca2+ fluorescence; inhibition, % at 7.15 µM; 0.12% of 340,000 active;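 active = inhibition above the mean inhibition of all tested compounds plus 3 SD, cut at about 17% in these data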;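 also: assay run at fixed EC70 calcium of 1.6 mM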
Pemphigus Ab inh = blocks pemphigus antibody binding to human desmoglein-3; binding (percent of control), % at 10 µM; P32926; 0.48% of 310,000 active; DSG3-coupled beads, scFv-anti-DSG3-GFP binding, flow cytometry; hits give low values;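 active = binding more than 3 SD below its plate's average and above zero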;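 also: hits lower antibody fragment binding to DSG3; some compounds called inactive have numbers as strong as hits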
DAGLB inhibitor = blocks human DAGLB lipase activity. inhibition, % at 5.17 µM. Q8NCG7. 0.059% of 340,000 active. AID 504411. HEK293T DAGLB membrane lysate, EnzChek fluorogenic substrate; in the data active = inhibition above about 34%;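 also: 0% = enzyme with vehicle and 100% = wells lacking enzyme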
NSD2 inh = inhibitors of human histone methyltransferase NSD2; O96028; NSD2 peptide methylation, AlphaScreen, 120 min; inhibition, % at 12.5 µM; 0.54% of 310,000 active; in the data active = inhibition above about 50%
CAL PDZ FP-2 = inhibitors of human CAL PDZ peptide binding; inhibition, % at 20 µM; 0.02% of 330,000 active; AID 504414; purified CAL PDZ, TMR-peptide fluorescence polarization, 1 h;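 active = highest replicate inhibition of at least 40%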;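 also: plate controls were DMSO neutral control wells for no effect and unlabeled competitor peptide control wells for full effect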
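Test system: tagged CAL PDZ domain / Buffer or medium: sodium phosphate/NaCl buffer pH 7.4 with TCEP, IgG, Thesit / Reagent: TMR-labelled reporter peptide T*-PRC34 bound in PDZ groove / Compound dosing: single point, 20 µM / Schedule: 1 h incubation at room temperature before polarization reading / Technique: fluorescence polarization (mP) / Benchmarks: unlabelled peptide, DMSO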
Keap1 Nrf2 FP = inhibitors of human Keap1-Nrf2 protein-protein interaction. Keap1 Kelch-Nrf2 peptide fluorescence polarization, 1536-well. inhibition, % at 9.4 µM. 0.15% of 340,000 active. AID 504523; in the data active = inhibition above about 12%;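 also: human Keap1 Kelch domain with fluorescein labeled Nrf2 9mer peptide probe; 0% = neutral control wells and 100% = peptide positive control; higher means more block of Keap1 binding to Nrf2 peptide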
C-LANA FP = blocks KSHV LANA C-terminal domain binding to DNA. MBP-C-LANA/FAM-LBS DNA binding, fluorescence polarization. inhibition, % at 9 µM. 0.078% of 340,000 active;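 active = highest replicate inhibition at or above 60% at 9 µM, even if other replicates fall short; inactive = all replicates below 60% inhibition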;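 also: 0% = neutral control wells and 100% = 4 µM acridine orange control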
* = called active by the depositor; / = not tested or not shown. A portion of the library; count on the stated rates, not on these rows.

No.	compound	Arr AP2 block	V-ATPase pHluor	CAL PDZ FP-1	RTF Ca sens inh	Pemphigus Ab inh
1	O=C(Cc1cccs1)N1CCN(c2nc(-c3ccc(Cl)cc3)cs2)CC1	2	-2	-1	1	98
2	C=CCN(CC=C)C(=O)Nc1cc(Cl)ccc1OC	-2	0	-1	-4	95
3	Cc1ccc(S(=O)(=O)N2CCCc3ccccc32)cc1	/	0	/	/	103
4	O=C(/C=C/Nc1ccc([N+](=O)[O-])cc1)c1ccc(Br)cc1	3	-2	1	-8	95
5	O=C(CN(c1ccccn1)S(=O)(=O)c1ccc(F)cc1)Nc1ccccc1	-1	2	-2	-2	95
6	CCOc1ccc2nc(S(N)(=O)=O)sc2c1	-4	-3	-7	8	105
7	COc1ccc(CNC(=O)CN(c2cc(C)cc(C)c2)S(=O)(=O)c2c(C)[nH]c(=O)[nH]c2=O)cc1	3	-2	-4	1	109
8	Cc1ccn(-c2cccc(-n3ccc(C)n3)n2)n1	2	-2	1	-6	99
9	COc1ccccc1-n1c(SCC(=O)O)nc2c(sc(=S)n2-c2ccccc2C)c1=O	29	-1	-4	-4	91
10	CC(=O)Nc1ccccc1P(=O)(c1ccccc1)c1ccccc1OC(C)=O (centres undefined)	32	3	-5	-1	112

No.	DAGLB inhibitor	NSD2 inh	CAL PDZ FP-2	Keap1 Nrf2 FP	C-LANA FP
1	-3	/	-1.4	-3	-1.6
2	-6	6	/	0	-1.5
3	-11	-3	/	/	/
4	2	-2	0.0	1	3.0
5	0	-4	-0.8	5	-0.5
6	0	/	-0.6	-2	-2.4
7	3	-1	-2.9	2	2.6
8	-9	-1	-0.2	-2	2.2
9	-1	2	-0.8	-4	-0.6
10	-3	12	0.1	-1	0.1

Next section
No.	compound	Arr AP2 block	V-ATPase pHluor	CAL PDZ FP-1	RTF Ca sens inh	Pemphigus Ab inh
11	CCc1ccc(/C=C(\C)C(=O)c2c(C)cc(C)[nH]c2=O)cc1	-5	1	-3	-8	96
12	NS(=O)(=O)c1cccc(NC(=O)c2cccc(-c3ccc(O)cc3)c2)c1	16	-2	/	-1	/
13	O=C(Nc1ccccc1F)NC1CCCCCCC1	-10	-2	6	-8	105
14	Cc1ccc(C)c(COC(=O)CCN=C2NS(=O)(=O)c3ccccc32)c1	-4	-4	-2	-6	93
15	Clc1ccc(/C=N/NC2=Nc3cccc4cccc2c34)cc1	9	1	-3	-9	103
16	O=C(C1CCN(C2CCN(Cc3ccsc3)CC2)CC1)N1CCOCC1	-15	4	-3	1	104
17	CC(Nc1nc(-c2ccncc2)nc2ccccc12)c1ccccc1 (centres undefined)	-1	1	2	-2	104
18	Cn1c(CN2CCN(C(=O)c3ccco3)CC2)nc2cc([N+](=O)[O-])ccc21	-3	1	-7	-2	100
19	CCc1c(C)nc2ncnn2c1Nc1ccc(C#N)c(Cl)c1	-1	9	/	-12	108
20	Cc1cccc(/N=C/c2c(O)n(Cc3ccc4c(c3)OCO4)c(=O)c3ccccc23)n1	-1	-2	-7	7	105

No.	DAGLB inhibitor	NSD2 inh	CAL PDZ FP-2	Keap1 Nrf2 FP	C-LANA FP
11	2	-1	-1.6	-1	1.8
12	-1	1	-2.3	0	0.2
13	-2	-7	-2.0	2	-0.4
14	0	-1	-2.5	-5	-1.4
15	-1	-1	0.6	-7	1.4
16	1	2	-1.2	-6	-1.8
17	0	-5	-6.3	2	-0.5
18	2	0	-2.8	0	-2.6
19	0	0	-3.9	-5	0.3
20	0	-2	-1.4	-2	0.8

Rewritten with two lines to a compound: part of the list above.
Every second line gives: Arr AP2 block, V-ATPase pHluor, CAL PDZ FP-1, RTF Ca sens inh, Pemphigus Ab inh, DAGLB inhibitor, NSD2 inh, CAL PDZ FP-2, Keap1 Nrf2 FP, C-LANA FP
13	O=C(Nc1ccccc1F)NC1CCCCCCC1
    -10, -2, 6, -8, 105, -2, -7, -2.0, 2, -0.4
16	O=C(C1CCN(C2CCN(Cc3ccsc3)CC2)CC1)N1CCOCC1
    -15, 4, -3, 1, 104, 1, 2, -1.2, -6, -1.8

Next part
No.	compound	Arr AP2 block	V-ATPase pHluor	CAL PDZ FP-1	RTF Ca sens inh	Pemphigus Ab inh
21	CCCC(=O)c1cc2c(cc1NC(=O)c1cccs1)OCCO2	25	-7	0	-2	82
22	Cc1c(NC(=O)C(C)Sc2ccccc2)c(=O)n(-c2ccccc2)n1C (centres undefined)	12	-1	-2	0	106
23	NC(=S)Nc1ccc2cc[nH]c2c1	0	3	1	-23	108
24	COc1ccc(-c2nc3ccccn3c2/N=C/c2ccc(OC)c(OC)c2)cc1O	33	2	-2	-3	99
25	COC(=O)[C@@]12CCCN1[C@H](c1ccc(-c3ccccc3)c(OC)c1)[C@H]1C(=O)N(C)C(=O)[C@H]12	31	-1	0	0	112
26	CCOc1ccccc1C1CC(=O)Nc2cc(OC)c(OC)cc21 (centres undefined)	-7	1	-2	-3	91
27	Cc1cccc(OCC(=O)N/N=C\c2cc3c(cc2[N+](=O)[O-])OCO3)c1C	-11	1	-4	-1	99
28	CCc1ccc(NC(=O)COC(=O)/C(=C/c2ccccc2OC)c2ccccc2)cc1	1	-1	-3	1	104
29	Cc1cccc(NC(=O)CCn2ccnc2C)c1	12	3	-1	1	/
30	CC(=O)N/C(=N\OCc1ccc(Br)cc1)c1nonc1NC(C)=O	15	-2	-3	2	93

No.	DAGLB inhibitor	NSD2 inh	CAL PDZ FP-2	Keap1 Nrf2 FP	C-LANA FP
21	-3	-1	-0.3	2	1.2
22	-1	-3	0.0	-5	0.6
23	3	2	-1.6	-2	-0.1
24	0	9	0.0	2	-1.4
25	-3	/	0.7	-5	0.7
26	-4	-2	0.5	-1	-1.4
27	0	4	0.0	4	-2.0
28	-18	-1	-2.0	-1	1.0
29	1	1	-0.5	-3	-1.5
30	-3	-3	-0.2	4	-3.2

Arranged by the number under DAGLB inhibitor (largest number first): four from the list above.
cpd	SMILES	DAGLB inhibitor
29	Cc1cccc(NC(=O)CCn2ccnc2C)c1	1
24	COc1ccc(-c2nc3ccccn3c2/N=C/c2ccc(OC)c(OC)c2)cc1O	0
30	CC(=O)N/C(=N\OCc1ccc(Br)cc1)c1nonc1NC(C)=O	-3
26	CCOc1ccccc1C1CC(=O)Nc2cc(OC)c(OC)cc21 (centres undefined)	-4

(list continues)
No.	compound	Arr AP2 block	V-ATPase pHluor	CAL PDZ FP-1	RTF Ca sens inh	Pemphigus Ab inh
31	COc1cccc(CN(C)Cc2nc(C3CC3)no2)c1	-15	0	/	-11	97
32	COc1cc2c(cc1OC)CC(=O)NC=C2	17	-3	-1	2	/
33	CCSc1nnc(-c2ccc(S(=O)(=O)N3CCOCC3)cc2)n1C	-4	0	/	1	/
34	CN(CC(=O)N1CCN(c2ncccn2)CC1)S(=O)(=O)c1ccc(Cl)cc1	-11	-2	-1	4	81
35	O=C(Nc1ccnn1C1CCN(CC2CC=CCC2)CC1)c1ccccc1 (centres undefined)	33	-1	-21	-10	166
36	O=C(Nc1cccnc1)c1cc(-c2ccc(Cl)c(Cl)c2)on1	13	-6	-4	-9	109
37	OC1(c2cccnc2)CCN(Cc2nnnn2C2CCCCC2)CC1	1	1	3	-10	101
38	CSc1nnc(N2C(=O)C(O)=C(C(=O)c3ccco3)C2c2ccccc2F)s1 (centres undefined)	32	0	-7	-7	105
39	COc1cccc(-c2nnc(SCC(=O)OC(C)C)n2Cc2ccco2)c1	19	-3	-4	2	106
40	CCCC[n+]1ccn(-c2nc3ccccc3nc2[N-]S(=O)(=O)c2cccs2)c1	14	0	/	-4	113

No.	DAGLB inhibitor	NSD2 inh	CAL PDZ FP-2	Keap1 Nrf2 FP	C-LANA FP
31	-1	-1	0.0	2	-1.4
32	0	-3	-2.2	0	1.2
33	-2	10	0.7	-2	0.7
34	1	-2	-2.3	-3	-0.8
35	-1	-1	-1.5	4	6.5
36	2	-6	-0.9	0	-0.7
37	-4	0	-2.0	1	-0.6
38	1	37	-3.2	0	4.1
39	-2	2	-1.5	-4	-0.9
40	1	-3	-0.5	1	-0.3

Going on with the list:
No.	compound	Arr AP2 block	V-ATPase pHluor	CAL PDZ FP-1	RTF Ca sens inh	Pemphigus Ab inh
41	O=C(Nc1ccc(N2CCOCC2)cc1)c1ccccc1SCC(=O)N1CCCC1	-12	1	-3	3	102
42	CCCn1c(C)cc(=O)c2cc(NC(=O)c3cnccn3)ccc21	9	-1	/	-7	121
43	C/C(=C/c1oc2ccc(O)cc2c1[N+](=O)[O-])N(C)C	9	1	-1	9	/
44	COc1ccc(N(CC(=O)N2CCN(c3cccc(C)c3)C(C)C2)S(=O)(=O)c2c(C)n[nH]c2C)cc1 (centres undefined)	-8	-1	/	-1	95
45	COc1cc(-c2cc(N3C(=O)Nc4ccccc4N3O)n[nH]2)cc(OC)c1OC	-1	-1	-1	-13	82
46	O=C(O)c1ccc2c3c(cccc13)C(=O)N(OS(=O)(=O)c1ccccc1)C2=O	-7	-3	-4	-12	102
47	O=C(CSc1nc2ccccc2[nH]1)Nc1cc(C(F)(F)F)ccc1N1CCOCC1	-34	2	-1	0	96
48	Cn1c(CC(=O)Nc2ccccc2Cl)nnc1SCC(=O)NC1CCCCC1	26	1	4	3	94
49	Cc1cccc(-c2nc(CS(=O)CC(=O)NCC3CCCO3)c(C)o2)c1 (centres undefined)	1	-1	/	-4	108
50	CCOC(=O)N1CN(C(=O)OCC)CN(C(=O)OCC)C1	-9	10	-3	-6	89

No.	DAGLB inhibitor	NSD2 inh	CAL PDZ FP-2	Keap1 Nrf2 FP	C-LANA FP
41	1	-5	-0.6	1	0.0
42	-4	-2	-5.1	-1	-1.5
43	10	8	0.3	-6	1.7
44	4	3	-0.2	-3	-1.3
45	-4	0	-1.9	-4	-0.9
46	1	5	0.0	-2	-0.2
47	-1	-2	-0.5	0	-0.6
48	-1	2	-0.2	-3	0.0
49	-1	/	-0.5	-5	0.2
50	-3	-2	/	-1	0.4
